ABCB1 block – human ABCB1 inhibition, ABCG2 as counter-screen. P08183. 0.067% of 190,000 active. CCRF-Adr cells, JC-1 efflux, flow cytometry. inhibition, % at 6.6 µM; in the data active means inhibition above about 40%;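 further: 0% = vehicle and 100% = reference inhibitor; higher value means more JC-1 retained so stronger ABCB1 efflux block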
ABCG2 inh – inhibitors of human ABCG2 transporter, ABCB1 counter-screen; IgMXP3 cells, JC-1 efflux, flow cytometry; 0.1% of 190,000 active; inhibition, % at 6.6 µM; AID 1325;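 active means inhibition above 80%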;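 further: 0% = DMSO and 100% = nicardipine control wells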
Target sequence (Q9UNQ0 whole entry, looked up): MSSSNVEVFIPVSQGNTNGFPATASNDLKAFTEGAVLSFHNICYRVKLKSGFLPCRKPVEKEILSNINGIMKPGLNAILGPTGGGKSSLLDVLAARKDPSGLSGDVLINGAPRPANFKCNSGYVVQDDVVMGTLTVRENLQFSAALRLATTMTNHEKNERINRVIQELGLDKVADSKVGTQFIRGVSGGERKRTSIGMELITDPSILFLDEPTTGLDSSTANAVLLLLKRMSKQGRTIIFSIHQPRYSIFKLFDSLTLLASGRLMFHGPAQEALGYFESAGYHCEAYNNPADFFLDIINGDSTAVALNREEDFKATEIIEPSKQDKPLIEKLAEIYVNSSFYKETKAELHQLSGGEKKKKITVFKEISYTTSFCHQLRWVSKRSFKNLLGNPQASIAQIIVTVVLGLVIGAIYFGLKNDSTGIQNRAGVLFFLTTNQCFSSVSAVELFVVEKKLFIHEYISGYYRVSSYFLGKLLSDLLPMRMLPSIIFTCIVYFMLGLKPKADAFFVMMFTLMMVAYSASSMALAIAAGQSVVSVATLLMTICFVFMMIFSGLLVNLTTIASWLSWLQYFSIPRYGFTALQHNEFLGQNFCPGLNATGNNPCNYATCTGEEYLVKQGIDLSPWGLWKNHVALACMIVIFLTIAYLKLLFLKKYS
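System: two drug-resistant human cell lines, ABCG2 and ABCB1; controls: nicardipine high and DMSO low controls; times: 10 min exposure at 25 °C with rotation, no wash; detection: flow cytometry of retained JC-1 fluorescence; read-out basis: percent efflux inhibition, scaled nicardipine 100% to DMSO 0%; doses: one concentration, 6.6 µM final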
Bim-Bfl-1 – inhibitors of Bim-Bfl-1 interaction, human; Q16548; Bead-based flow cytometry, Bim-Bfl-1 binding inhibition; inhibition, % at 10 µM; 0.12% of 190,000 active;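 further: 0% = wells without compound plus tracer and 100% = blocker peptide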
Bim-Bcl-XL – human Bim-Bcl-XL interaction inhibition; Bim peptide-Bcl-XL binding, bead flow cytometry, fluorescence; Q07817; inhibition, % at 10 µM; 0.04% of 190,000 active
Bcl-W Bim block – inhibitors of Bim-Bcl-W interaction, human; Q92843; bead-based flow cytometry, Bim peptide-Bcl-W binding; inhibition, % at 10 µM; 0.02% of 190,000 active;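 further: 0% = bound tracer without compound and 100% = peptide blocker; higher means less fluorescent Bim peptide bound to Bcl-W beads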
Bim-Bcl-2 – inhibitors of Bim-Bcl-2 interaction, human | P10415 | 0.06% of 190,000 active | Bead-based flow cytometry, Bim peptide-Bcl-2 binding | inhibition, % at 10 µM; in the data active means inhibition above about 40%; inconclusive means no clear call, values can overlap the other calls;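 further: 0% = no compound wells with probe peptide and 100% = reference peptide inhibitor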
RGS4-Gao reg – human RGS4-Galphao interaction regulation | Multiplexed bead flow cytometry, RGS4-Galphao binding; actives lie on both sides | 0.33% of 220,000 active | binding response (% of control), % at 10 µM; in the data active means binding response below about 49% or above about 150%; inactive means in between;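 further: fluorescent Galphao activated with aluminum fluoride binding bead-coupled RGS4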
Target sequence (P09471 whole entry, looked up): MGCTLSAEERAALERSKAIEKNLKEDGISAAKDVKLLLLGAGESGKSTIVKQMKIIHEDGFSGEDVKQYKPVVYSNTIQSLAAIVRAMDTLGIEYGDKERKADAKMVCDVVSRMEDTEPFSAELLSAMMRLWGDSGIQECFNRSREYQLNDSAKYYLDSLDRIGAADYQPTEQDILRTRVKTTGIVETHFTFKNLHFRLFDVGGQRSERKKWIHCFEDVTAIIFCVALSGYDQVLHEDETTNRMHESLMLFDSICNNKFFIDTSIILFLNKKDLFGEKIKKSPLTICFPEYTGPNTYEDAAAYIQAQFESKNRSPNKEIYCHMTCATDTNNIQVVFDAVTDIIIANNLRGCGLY
GSH fluor – compound fluoresces at 488/530 nm on GSH beads; GSH beads flow cytometry, compound fluorescence 488/530 nm; active compounds read high; fluorescence (KMESF) at 10 µM; 0.25% of 190,000 active; AID 1776; in the data active means fluorescence above about 89;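 further: glutathione beads carrying GST-tagged Bcl family fusion proteins plus one bare bead set; values are compound well signal with DMSO vehicle wells as background; inactives centre near 16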
RGS8-Gao reg – regulators of human RGS8-Galphao interaction. multiplexed bead flow cytometry, RGS8-Galphao binding; actives lie on both sides. response (percent of control binding), % at 10 µM. 0.34% of 220,000 active. AID 1423; in the data active means response below about 60% or above about 140%; inactive means in between;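 further: Galphao activated as the GDP aluminium fluoride complex binding bead-coupled RGS8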
Bim-Bcl-B – human Bim-Bcl-B interaction inhibition; Q9HD36; bead-based flow cytometry, Bim peptide-Bcl-B binding; inhibition, % at 10 µM; 0.073% of 190,000 active; AID 951;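 further: 0% = tracer peptide without compound and 100% = reference inhibitor peptide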
RGS7-Gao reg – human RGS7-Galphao interaction regulation; Multiplexed bead flow cytometry, RGS7-Galphao binding; actives lie on both sides; binding response (% of control), % at 10 µM; 0.35% of 220,000 active; in the data active means binding response below about 49% or above about 150%; inconclusive means no clear call, values can overlap the other calls; inactive means in between;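 further: fluorescent Galphao held in activated GDP-AlF4 state binding bead-coupled RGS7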
Active calls of the source: *; ? = inconclusive; · = no result given. Unless noted, no stated cut-off is given here; in the data, active means inhibition above about 40%. This is a random part of the collection; any-hit rate near 1.1%.

#	smiles	ABCB1 block	ABCG2 inh	Bim-Bfl-1	Bim-Bcl-XL	Bcl-W Bim block	Bim-Bcl-2
1	Cc1noc(C)c1CSc1nc2ccccc2s1	0.9	3	-9	-11	-2	-12
2	COC(=O)c1ccc(NC(=O)CCS(=O)(=O)c2ccc(Br)cc2)cc1	0.8	5	-5	-1	-2	-3
3	O=C(CN(C(=O)C1CSC(=O)C1)c1ccccc1F)NCc1ccc2c(c1)OCO2 (stereo not given)	0.1	0	-16	-9	-3	-12
4	O=C1C(Cl)=C(N2CCCCCC2)C(=O)N1c1ccccc1	1.0	7	-11	0	0	-8
5	O=C1NC(c2cccnc2)C(C(=O)c2cccs2)C(O)(C(F)(F)F)N1 (stereo not given)	0.3	1	-13	-3	3	-4
6	Cc1cc(C)c2nc(N3CCCC(C(=O)N4CCN(c5ncccn5)CC4)C3)sc2c1 (stereo not given)	0.5	2	-5	-4	1	-7
7	Cc1csc(Nc2ccccc2C(F)(F)F)n1	0.6	4	·	·	·	·
8	Cn1c(=O)n(C)c2cc(CN3C(=O)OC(C)(C)C3(C)O)ccc21 (stereo not given)	0.1	0	-10	-10	-4	-6
9	CCCS(=O)(=O)N1CCCC(C(=O)NCCN2CCCCC2C)C1 (stereo not given)	0.0	0	-2	1	2	2
10	CCCCn1c(CN2CCN(c3ccccc3)CC2)nc2c1c(=O)n(C)c(=O)n2C	0.5	0	-12	-2	2	-10

#	RGS4-Gao reg	GSH fluor	RGS8-Gao reg	Bim-Bcl-B	RGS7-Gao reg
1	103	27	102	-13	116
2	102	13	103	-4	102
3	103	29	103	-14	103
4	102	23	98	-6	111
5	102	9	99	-3	102
6	99	5	99	-5	96
7	107	·	103	·	109
8	108	14	107	-9	108
9	100	32	101	2	99
10	97	25	102	-6	101

(next part)
#	smiles	ABCB1 block	ABCG2 inh	Bim-Bfl-1	Bim-Bcl-XL	Bcl-W Bim block	Bim-Bcl-2
11	CCCC(=O)Nc1cccc(C(=O)Nc2nccs2)c1	0.2	3	0	-2	-3	-2
12	O=C(COC(=O)C1CCCCC1)Nc1ccccc1OC(F)F	0.3	1	-2	0	6	1
13	CCCCNC(=O)CCN1N=C(c2ccccc2)CCC1=O	0.3	2	-12	-3	-1	-3
14	Cc1cc(C)c(C(N)=O)c(NC(=O)Nc2ccccc2)n1	0.0	2	1	-1	0	0
15	CCCn1c(SCC(=O)NC2CCCc3ccccc32)n[nH]c1=O (stereo not given)	0.9	4	-5	-6	-2	-2
16	COc1ccc(NS(=O)(=O)c2ccc(O)c(C(=O)OCC(=O)Nc3ccc4c(c3)OCCO4)c2)cc1	0.0	-2	0	-5	-2	-3
17	CSc1ccc(Cl)c(C(=O)NCC(C)C)c1	1.6	4	-13	-8	0	-8
18	CNC(=S)N/N=C(\C)c1cccc([N+](=O)[O-])c1	0.7	51	-7	-6	-6	-5
19	Clc1ccc(-n2cccc2CN2CCc3c([nH]c4ccccc34)C2c2ccccn2)nc1 (stereo not given)	1.3	8	0	-1	1	-3
20	Cc1ccc(CN2C(=O)N/C(=C/c3ccc4c(c3)n(C)c(=O)n4C)C2=O)cc1	2.3	6	-3	0	2	0

#	RGS4-Gao reg	GSH fluor	RGS8-Gao reg	Bim-Bcl-B	RGS7-Gao reg
11	111	27	105	-5	110
12	102	19	102	3	98
13	106	11	106	-6	107
14	107	20	105	1	103
15	102	12	102	-5	?
16	101	11	102	-1	99
17	99	23	102	-6	103
18	98	16	101	-14	96
19	105	15	99	-13	108
20	104	10	105	-3	106

Next results follow.
#	smiles	ABCB1 block	ABCG2 inh	Bim-Bfl-1	Bim-Bcl-XL	Bcl-W Bim block	Bim-Bcl-2
21	O=c1cc(N2CCOCC2)[nH]c(=O)n1C1CCCCC1	0.4	3	0	-2	-4	-1
22	N#Cc1ccc(NC(=O)Cn2c3[n+](c4ccc(C(F)(F)F)cc42)CCCCC3)cc1	0.2	25	-3	0	1	0
23	CC(=O)c1c(C)[nH]c(C(=O)OCC(=O)N2CCN(S(=O)(=O)c3ccc(C)cc3C)CC2)c1C	0.2	1	-9	-6	2	-4
24	Cc1ccccc1OCc1nnc(SCC(=O)Nc2ccc3c(c2)OCO3)n1C	1.9	41	0	0	0	-1
25	Cc1ccc2c(Cl)c(C(=O)Nc3cccnc3)sc2c1	0.2	3	-12	-8	-8	-8
26	COc1ccc(N2C(=O)CC(N(Cc3ccc(S(N)(=O)=O)cc3)C(C)=O)C2=O)cc1 (stereo not given)	1.1	10	-16	-12	-3	-15
27	O=C(NCCN1CCCC1)C1(S(=O)(=O)c2ccc(Cl)cc2)CC1	-2.7	-2	-5	-2	-5	-5
28	CCc1nc(SCC(=O)NNC(=O)c2ccc(OC)cc2)c2ccccc2n1	0.9	2	0	-2	0	-8
29	O=C1CCCC(O)=C1N=Nc1ccc2ncsc2c1	0.1	21	9	-5	-3	3
30	c1ccc(Cc2nn3c(COc4ccccc4)nnc3s2)cc1	-0.1	0	20	0	4	-4

#	RGS4-Gao reg	GSH fluor	RGS8-Gao reg	Bim-Bcl-B	RGS7-Gao reg
21	97	13	96	1	94
22	105	9	104	-2	111
23	102	14	100	-10	103
24	96	33	100	1	101
25	101	7	101	-9	100
26	104	26	107	-11	104
27	96	22	99	-3	96
28	102	10	112	-5	106
29	91	13	90	-6	96
30	90	7	86	-15	120

(listing goes on)
#	smiles	ABCB1 block	ABCG2 inh	Bim-Bfl-1	Bim-Bcl-XL	Bcl-W Bim block	Bim-Bcl-2
31	O=c1c2ccccc2nc(-c2ccco2)n1/N=C/c1ccco1	0.9	4	-9	9	0	-6
32	CCOC(=O)c1cc(NC(=O)c2c(C)noc2C)cc(C(=O)OCC)c1	0.7	4	-1	0	0	0
33	Cc1cnc(C(=O)OCC(=O)Nc2ccc(Cl)cc2Cl)cn1	0.3	18	-12	-1	1	-2
34	COc1ccc(C(=O)Nc2ccccc2C(=O)NC(Cc2ccc(O)cc2)C(=O)NNC(=O)c2ccncc2)cc1 (stereo not given)	0.0	1	-3	0	0	0
35	Cc1ccc(Cn2ccc(-c3cnc(-c4ccccc4)s3)n2)cc1	0.3	1	-7	-5	0	-12
36	CC1CCN(CC(O)COCCC23CC4CC(CC(C4)C2)C3)CC1 (stereo not given)	0.2	0	-10	-1	-1	-8
37	O=C(O)C1C2C=CC(CC2)C1C(=O)O (stereo not given)	0.2	-1	4	0	-1	2
38	CN(C)c1nc(Oc2ccc(=O)[nH]n2)nc(N2CCOCC2)n1	0.2	1	-3	0	-2	-3
39	Nc1ccc2nc(SCC(=O)Nc3ccc(N4CCOCC4)c(Cl)c3)sc2c1	-1.0	-5	-13	-5	-5	-7
40	Cc1ccc(-c2nc3ccccc3c(=O)n2CCCn2ccnc2)cc1	1.4	16	-8	-4	3	-4

#	RGS4-Gao reg	GSH fluor	RGS8-Gao reg	Bim-Bcl-B	RGS7-Gao reg
31	87	58	93	-9	85
32	101	14	95	-2	104
33	101	31	100	-9	100
34	97	24	95	-9	96
35	100	11	101	-9	101
36	102	29	97	-4	100
37	103	10	97	-2	92
38	99	9	98	0	99
39	101	16	103	-10	102
40	102	15	103	-4	100

The list continues.
#	smiles	ABCB1 block	ABCG2 inh	Bim-Bfl-1	Bim-Bcl-XL	Bcl-W Bim block	Bim-Bcl-2
41	C=CCn1c(COc2ccccc2)nnc1SCC(=O)Nc1ccc(S(N)(=O)=O)cc1	0.1	0	-13	-5	0	-13
42	Cc1cc(C(=O)CSc2nnc(-c3ccncc3)n2-c2ccccc2)c(C)n1C	0.8	6	-3	16	5	-1
43	C=CCNC(=O)c1ccc2c(=O)n(CCCN3CCCC3=O)c(=S)[nH]c2c1	-1.9	-6	4	-4	-3	0
44	O=[N+]([O-])c1ccc(OCC(O)CN(C2CCCCC2)C2CCCCC2)cc1 (stereo not given)	-0.1	2	-2	-2	-1	0
45	COc1ccccc1-n1c(SCC(=O)N2CCCC2)nc2cccnc21	0.3	0	-6	0	3	-2
46	Cc1onc(-c2ccccc2Cl)c1C(=O)N1CCN(C(=O)c2ccco2)CC1	1.2	2	-1	0	-1	1
47	CC1CCN(C(=O)CSCc2ccc(Cl)cc2)CC1	0.3	1	-9	0	1	-9
48	CNC(=S)N(C)[C@H]1c2c(ccc3ccccc23)OC[C@H]1CO	-0.2	0	-2	-2	-5	-3

#	RGS4-Gao reg	GSH fluor	RGS8-Gao reg	Bim-Bcl-B	RGS7-Gao reg
41	103	33	103	-10	100
42	86	19	96	5	93
43	103	19	99	6	105
44	95	9	102	-3	95
45	94	24	98	-2	98
46	109	13	104	0	97
47	100	11	104	-9	102
48	106	15	102	-2	105

Shown with values under each structure: part of the list above.
Results follow in this order: ABCB1 block | ABCG2 inh | Bim-Bfl-1 | Bim-Bcl-XL | Bcl-W Bim block | Bim-Bcl-2 | RGS4-Gao reg | GSH fluor | RGS8-Gao reg | Bim-Bcl-B | RGS7-Gao reg
13. CCCCNC(=O)CCN1N=C(c2ccccc2)CCC1=O
  0.3 | 2 | -12 | -3 | -1 | -3 | 106 | 11 | 106 | -6 | 107
14. Cc1cc(C)c(C(N)=O)c(NC(=O)Nc2ccccc2)n1
  0.0 | 2 | 1 | -1 | 0 | 0 | 107 | 20 | 105 | 1 | 103
15. CCCn1c(SCC(=O)NC2CCCc3ccccc32)n[nH]c1=O (stereo not given)
  0.9 | 4 | -5 | -6 | -2 | -2 | 102 | 12 | 102 | -5 | ?
16. COc1ccc(NS(=O)(=O)c2ccc(O)c(C(=O)OCC(=O)Nc3ccc4c(c3)OCCO4)c2)cc1
  0.0 | -2 | 0 | -5 | -2 | -3 | 101 | 11 | 102 | -1 | 99
17. CSc1ccc(Cl)c(C(=O)NCC(C)C)c1
  1.6 | 4 | -13 | -8 | 0 | -8 | 99 | 23 | 102 | -6 | 103

Screening data deposited in PubChem BioAssay by NMMLSC.
